CAL PDZ FP-1 – blocks peptide binding to human CAL PDZ domain; 330,000 compounds, 0.02% hits; Q9HD26; purified CAL PDZ, TMR-peptide fluorescence polarization, 1 h; AID 504414; inhibition, % at 20 µM;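 active = highest replicate inhibition of at least 40%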;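 also: plate controls were DMSO neutral control wells for no effect and unlabeled competitor peptide control wells for full effect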
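System: tagged CAL PDZ domain. Schedule: 1 h room-temperature incubation prior to read. Signal: fluorescence polarization (mP). Measure: percent inhibition from loss of millipolarization.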
PKA-R2B act – activates the human PKA-R2B holoenzyme complex; PKA-R2B holoenzyme dissociation, Cy5-IP20 fluorescence polarization; R2B truncated from residue 108, S112A mutant; 0% DMSO only, 100% 113 µM cGMP; activation, % at 11.4 µM; 340,000 compounds, 0.079% hits;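 active = activation above a cutoff set at the mean over all compounds plus 3 SD, cut at about 18% in these data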;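 also: higher means more holoenzyme dissociation and a rise in polarization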
SR-BI DiI-HDL act – SR-BI HDL lipid transfer activation. CHO ldlA[mSR-BI] cells, DiI-HDL uptake fluorescence, 3 h; 100 = double the neutral-control signal. activation, % at 12.5 µM. 320,000 compounds, 0.096% hits. AID 504775;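 active = mean replicate activation of at least 60% and every replicate at or above 60%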;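 also: 0% = median plate neutral-control signal and 100% = twice that signal; values of inactives mirror those of a sister screen read the other way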
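System: LDL receptor-deficient CHO ldlA cells overexpressing murine SR-BI | Timing: 3 h uptake period with compound, 37 °C | Medium: HEPES-buffered (25 mM, pH 7.4) F12 plus 0.5% BSA | Dosing: Single-point compound dose | Signal: Bottom-read fluorescence, 550/595 nm | Read-out: Retained DiI signal reflecting DiI-HDL uptake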
CAL PDZ FP-2 – blocks peptide binding to the human CAL PDZ domain; Q9HD26; 300,000 compounds, 0.92% hits; inhibition, % at 24.9 µM; AID 602252; purified CAL PDZ, TMR-peptide fluorescence polarization, 1 h;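 active = mean inhibition of at least 30% with at least half of replicates also reaching 30%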;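 also: 0% = DMSO neutral control and 100% = excess unlabeled competitor peptide PRC23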
Rtt109 Vps75 – inhibitors of Candida albicans Rtt109/Vps75 histone acetyltransferase; Q5AAJ8; purified Rtt109/Vps75, ThioGlo CoA-SH fluorescence, 4 h; inhibition, % at 34.9 µM; 330,000 compounds, 0.16% hits;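 active = inhibition of at least 50% in every replicate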
Target sequence (Q5AAJ8 whole entry, looked up): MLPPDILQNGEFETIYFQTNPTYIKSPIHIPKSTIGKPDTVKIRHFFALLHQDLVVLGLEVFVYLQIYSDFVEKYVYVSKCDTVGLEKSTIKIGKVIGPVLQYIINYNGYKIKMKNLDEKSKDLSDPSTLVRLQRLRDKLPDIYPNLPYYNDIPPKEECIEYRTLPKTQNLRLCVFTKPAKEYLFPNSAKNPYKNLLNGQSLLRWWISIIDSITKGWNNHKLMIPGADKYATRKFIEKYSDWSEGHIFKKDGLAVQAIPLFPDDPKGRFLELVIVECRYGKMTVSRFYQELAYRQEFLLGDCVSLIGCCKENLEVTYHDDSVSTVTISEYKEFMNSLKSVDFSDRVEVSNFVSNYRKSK
Keap1-Nrf2 PPI – Keap1-Nrf2 (human) interaction inhibition. Q14145. Keap1 Kelch-Nrf2 peptide fluorescence polarization, 1536-well. inhibition, % at 9.4 µM. 340,000 compounds, 0.15% hits. AID 504523; in the data active = inhibition above about 12%;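 also: human Keap1 Kelch domain with fluorescein labeled Nrf2 9mer peptide probe; 0% = neutral control wells and 100% = peptide positive control; higher means more block of Keap1 binding to Nrf2 peptide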
Target sequence (Q14145 whole entry, looked up, the tested form may be a part): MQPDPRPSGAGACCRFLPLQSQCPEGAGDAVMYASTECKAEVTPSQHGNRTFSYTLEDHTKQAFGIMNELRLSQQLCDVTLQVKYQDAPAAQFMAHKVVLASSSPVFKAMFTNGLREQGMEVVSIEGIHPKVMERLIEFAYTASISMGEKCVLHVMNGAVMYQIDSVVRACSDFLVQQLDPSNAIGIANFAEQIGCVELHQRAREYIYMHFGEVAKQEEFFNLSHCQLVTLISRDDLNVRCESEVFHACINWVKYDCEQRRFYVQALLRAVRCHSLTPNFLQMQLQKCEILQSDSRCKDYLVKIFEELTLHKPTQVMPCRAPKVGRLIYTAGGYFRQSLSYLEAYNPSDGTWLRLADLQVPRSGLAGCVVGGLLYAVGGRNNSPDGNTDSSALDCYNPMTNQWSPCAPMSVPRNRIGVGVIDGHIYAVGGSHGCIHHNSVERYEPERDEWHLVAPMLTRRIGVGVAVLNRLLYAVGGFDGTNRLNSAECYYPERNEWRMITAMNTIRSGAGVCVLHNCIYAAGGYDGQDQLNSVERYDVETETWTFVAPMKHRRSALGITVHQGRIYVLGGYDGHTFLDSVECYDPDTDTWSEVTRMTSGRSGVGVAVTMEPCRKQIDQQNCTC
RTF Ca sens act – cardiac RTF calcium sensitization | activation, % at 7.2 µM | P19429+P45379 | AID 493008 | 340,000 compounds, 0.24% hits | IANBD-labeled TnC RTF fluorescence at EC20 calcium; 0% EC20 calcium, 100% full calcium;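 active = activation above the mean over all tested compounds plus 3 SD, cut at about 30% in these data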;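 also: rise in fluorescence read as greater calcium sensitivity of cardiac thin filaments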
DAGLB inh – blocks human DAGLB lipase activity; 340,000 compounds, 0.059% hits; HEK293T DAGLB membrane lysate, EnzChek fluorogenic substrate; AID 504411; inhibition, % at 5.17 µM; Q8NCG7; in the data active = inhibition above about 34%;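 also: 0% = enzyme with vehicle and 100% = wells lacking enzyme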
Cardiac RTF inh – cardiac RTF calcium desensitization. IANBD-labeled cardiac RTF, Ca2+ fluorescence. inhibition, % at 7.15 µM. 340,000 compounds, 0.12% hits. AID 493244;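 active = inhibition above the mean inhibition of all tested compounds plus 3 SD, cut at about 17% in these data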;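 also: assay run at fixed EC70 calcium of 1.6 mM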
LANA DNA inh – blocks KSHV LANA C-terminal domain binding to DNA; MBP-C-LANA/FAM-LBS DNA binding, fluorescence polarization; inhibition, % at 9 µM; 340,000 compounds, 0.078% hits; AID 504423;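 active = highest replicate inhibition at or above 60% at 9 µM, even if other replicates fall short; inactive = all replicates below 60% inhibition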;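 also: 0% = neutral control wells and 100% = 4 µM acridine orange control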
The depositor's hits bear a star; . = no result given.

compound	CAL PDZ FP-1	PKA-R2B act	SR-BI DiI-HDL act	CAL PDZ FP-2	Rtt109 Vps75	Keap1-Nrf2 PPI	RTF Ca sens act	DAGLB inh	Cardiac RTF inh	LANA DNA inh
CCCN1C(=O)C(NC(C)=O)c2cc(OC)ccc21 (centres undefined)	-0.5	-12	37	0	1	-2	7	0	5	-0.6
Cn1c(=O)c2c(ncn2CC(=O)NC(C)(C)C)n(C)c1=O	-2.1	-5	10	1	2	-4	-3	-2	-3	0.7
CC(=O)C1=C(C)N(CC2CC2)C(=O)N[C@H]1c1ccc(Br)cc1	-0.3	3	11	-4	-11	-1	23	2	-6	0.2
O=C(CSc1ncccc1-c1nc2ccccc2[nH]1)N1CCN(c2ccccc2F)CC1	-2.7	3	-56	.	11	-6	-1	-1	-6	0.7
COc1ccc(N2CCN(C(=O)CCC(=O)N3CC(C)Oc4ccccc43)CC2)cc1 (centres undefined)	-0.8	-10	-20	.	-8	-4	-4	1	1	0.1
Cc1cc(C)nc(NS(=O)(=O)c2ccc(NC(=O)Cc3ccccc3F)cc2)n1	-1.0	3	.	-3	-7	-1	-4	2	-1	-0.4
O=C1OC(=O)c2c(Br)c(Br)c(Br)c(Br)c21	-0.8	-8	-3	-4	-2	3	2	2	-7	0.1
Cc1cccc(C)c1NC(=O)CNc1ccccc1	-0.3	0	-11	-4	-5	2	1	5	2	-1.3
Cc1cccc(NC(=O)CNC(=O)c2ccc(-n3cncn3)c([N+](=O)[O-])c2)c1C	0.7	-3	12	14	-1	0	-3	1	-7	0.9
COc1ccccc1NS(=O)(=O)CC12CCC(CC1=O)C2(C)C (centres undefined)	-3.8	-2	16	-2	-2	-4	7	-2	-21	-0.5
COc1ccc(CCN=Cc2c(C)[nH]n(-c3ccc([N+](=O)[O-])cc3)c2=O)cc1OC	-3.6	7	8	.	1	-2	3	0	0	-0.1
COc1ccc(C(=O)O)cc1S(=O)(=O)N(C)CCc1ccccn1	1.2	-3	18	-4	4	0	1	-1	-1	2.6
COc1ccc(CCn2c(NN=C3CCCC3)nc3c2c(=O)[nH]c(=O)n3C)cc1	-0.3	2	18	.	4	1	-2	2	-2	2.6
CCOc1ccc(NC(=O)CSc2nc3ccccc3c(=O)n2CCCC(=O)NCCCN2CCCC2=O)cc1	-0.6	-4	-17	-1	-10	-2	7	-3	-4	0.4
CCCOc1ccc(C(=O)CCC(=O)OCC(=O)N2CCN(S(=O)(=O)c3ccc(C)cc3C)CC2)cc1	1.0	3	-1	-4	4	-1	-4	-8	-6	-2.3
Nc1nc(SCC(=O)NCc2ccccc2Cl)[nH]c(=O)c1NC(=O)c1ccccc1F	-0.7	8	-3	-5	7	-1	9	1	-3	-1.2
O=S(=O)(Nc1nc2ccccc2s1)c1cc(F)ccc1F	-1.2	4	14	.	-4	0	-8	8	1	-1.1
O=C(NC(=S)Nc1nc(-c2ccccc2)cs1)c1cccnc1	-1.2	-8	-42	3	-6	0	0	0	-8	-0.7
CCOC(=O)C1CCN(S(=O)(=O)c2ccc(C(C)=O)cc2)CC1	-0.7	-2	20	0	8	1	-2	-3	3	-0.6
O=C(NCCc1ccccc1)c1ccc2nc(N3CCOCC3)sc2c1	-1.6	3	-18	.	15	1	4	-1	-8	-0.8
O=C(NCc1ccccc1)c1ccccc1Br	-0.6	0	-2	.	15	0	-4	0	-2	-0.2
Cc1ccc(NC(=O)C(C)OC(=O)c2n[nH]c3ccccc23)cc1 (centres undefined)	-1.7	-11	-5	-2	0	7	2	1	-1	2.1
O=c1[nH]n2c(=O)c3c([nH]c2c1N=Nc1cccc(Cl)c1)CCCC3	-0.1	5	23	1	-3	-1	-12	31	7	-0.6
Cc1ccc(NC(=O)c2ccc(S(=O)(=O)N3CCOCC3)cc2)nc1	-1.0	-3	16	1	2	1	-1	-1	2	-3.0
CCOc1ccc(C2C(C(=O)c3ccco3)=C(O)C(=O)N2CCCn2ccnc2)cc1OCC (centres undefined)	0.0	2	11	2	1	-4	2	-3	12	0.1
c1ccc(Nc2nn[nH]n2)cc1	0.2	9	9	0	-3	6	0	1	1	3.1
CCOC(=O)COc1ccc(C(c2c(C)[nH][nH]c2=O)c2c(C)[nH][nH]c2=O)cc1	-0.2	0	-8	.	-3	-7	-1	-2	-3	2.2
CC(C)N(C(C)C)S(=O)(=O)c1ccc(NC(=O)c2cnccn2)cc1	1.4	1	3	.	-5	-2	1	-2	-5	1.3
Cc1ccc(S(=O)(=O)N(CC(O)CN2CCCC2)c2ccccc2)cc1 (centres undefined)	-4.1	1	10	-2	-4	-7	12	1	-18	-0.4
Cc1cc(N)n(Cc2ccc(Cl)cc2)n1	0.0	-19	-16	.	-9	-2	-4	3	0	-0.1

An excerpt from above with just PKA-R2B act and DAGLB inh:
| structure | PKA-R2B act | DAGLB inh |
| --- | --- | --- |
| O=S(=O)(Nc1nc2ccccc2s1)c1cc(F)ccc1F | 4 | 8 |
| O=C(NC(=S)Nc1nc(-c2ccccc2)cs1)c1cccnc1 | -8 | 0 |
| CCOC(=O)C1CCN(S(=O)(=O)c2ccc(C(C)=O)cc2)CC1 | -2 | -3 |
| O=C(NCCc1ccccc1)c1ccc2nc(N3CCOCC3)sc2c1 | 3 | -1 |

The list continues.
compound	CAL PDZ FP-1	PKA-R2B act	SR-BI DiI-HDL act	CAL PDZ FP-2	Rtt109 Vps75	Keap1-Nrf2 PPI	RTF Ca sens act	DAGLB inh	Cardiac RTF inh	LANA DNA inh
CC(OC(=O)CCCN=C1NS(=O)(=O)c2ccccc21)C(=O)N(C)c1ccccc1 (centres undefined)	-3.6	-5	0	-5	26	0	4	1	-3	-1.0
CCOP(=O)(OCC)/C(C#N)=C/c1cc(OC)ccc1OC	0.0	-13	-25	0	1	-5	-7	-2	2	0.3
NC(=O)C1CCN(C(=O)/C=C/c2ccco2)CC1	-2.4	-2	14	0	-15	-5	-4	1	-4	0.6
CCOC(=O)N1CCC(NC(=O)C2CCCN(C(=O)N3CCOc4ccccc43)C2)CC1 (centres undefined)	-0.8	1	.	-2	1	5	0	3	4	1.6
O=S(=O)(c1ccc(Br)s1)N1CCc2ccccc2C1	-0.2	0	-20	-2	6	1	1	-6	0	-1.4
CCOc1ccc(CC2c3cc(OCC)c(OCC)cc3CCN2C(=O)c2cc(OC)c(OC)c(OC)c2)cc1OCC (centres undefined)	-1.5	5	.	-3	9	0	-1	1	0	1.2
CSCCC(NC(=O)c1ccco1)C(=O)NC1CCC(C)CC1 (centres undefined)	-0.5	-11	34	0	-3	1	3	0	-6	1.7
COc1cccc(N=Nc2c(=O)[nH]n3c(=O)cc(C)[nH]c23)c1	-0.9	-3	25	1	24	3	4	5	-24	1.1
Cc1ccc(N2C(=O)C(Cl)=C(N3CCCCCC3)C2=O)cc1	-1.3	-14	-13	-4	2	0	2	-7	4	1.3
C1CCC(Nc2nnnn2C2CCCCC2)CC1	-0.2	6	-13	-3	-1	1	0	-6	-9	-0.3
Cc1ccc(-c2nc3ccccc3n2C)o1	-1.1	-4	-1	-2	-1	-3	1	0	-5	2.1
COCCCNC(=O)CSc1nc2ccccc2c(=O)n1Cc1ccc2c(c1)OCO2	1.7	6	18	-8	6	2	6	0	-3	0.6
CC(=O)c1sc(NC(=O)C(C)Oc2ccc3c(C)cc(=O)oc3c2)nc1C (centres undefined)	-1.5	-5	-7	3	0	4	1	2	-2	0.0
COc1cccc2c1cc1c(=O)n(CC(=O)N3CCCC3)nc(C)n12	-2.1	-3	11	-2	-6	-9	0	1	-7	-0.3
O=C(Cc1ccccc1)NNC(=O)Cc1ccccc1	-1.3	-8	36	-1	2	6	2	1	-16	0.4
CCC(C)NC(=O)CS(=O)Cc1nc(-c2cccc(C)c2)oc1C (centres undefined)	-0.7	9	31	-2	-2	-4	-1	1	-6	-0.8
Cc1ccc(S(=O)(=O)N(C)C)cc1NC(=S)NCc1ccco1	0.3	3	-11	1	-1	-6	12	0	-4	-0.1
COc1ccc(/C=C2\SC(=O)N(CCNC(=O)C3CSC4(C)CCC(=O)N34)C2=O)cc1 (centres undefined)	-2.5	1	-1	-8	4	1	0	0	-5	-1.3
Cc1nn(C(C)C)c(C)c1CN1CCCC(CCC(=O)NCc2ccccc2F)C1 (centres undefined)	0.7	3	12	-2	-6	-4	3	-2	-12	0.1
c1ccc(C(c2ccccc2)N2CCN(c3ccc4ccccc4n3)CC2)cc1	-0.1	1	-14	-3	-9	-3	-2	-10	-4	1.8
Cc1ccc(S(=O)(=O)N(C)c2ccc(OCC(=O)Nc3nc4ccccc4s3)cc2)cc1	-0.8	-2	-59	7	-6	0	-2	-3	4	-0.1
NC(=O)c1nc(C(=O)N2CCN(c3ccccc3)CC2)c2ccccc2n1	0.1	-10	6	1	7	2	0	-2	2	-1.9
COc1cc(SC)ccc1C(=O)N(Cc1ccccc1)c1ccccc1	-0.2	2	-20	-1	15	-5	-4	-3	-1	-2.2
COc1ccc2nc(C)cc(Nc3ccc(C)cc3)c2c1	-3.8	-4	8	8	10	-1	6	2	-5	-2.1
CC(C)C(NC(=O)CCNC(=O)c1ccccc1Cl)c1nc2ccccc2[nH]1 (centres undefined)	-0.3	5	13	.	-8	-3	2	1	-6	-2.7
Cc1cc(C)nc(NC(=NCCc2c[nH]c3ccccc23)NC(=O)Nc2cccc([N+](=O)[O-])c2)n1	0.2	8	-14	1	-8	0	-5	-1	-4	-0.5
Cc1ccc(NC(=O)NCC(c2ccccc2)N(C)C)cc1 (centres undefined)	-0.3	-6	15	-8	-6	-2	-5	-3	2	0.1
COc1ccc(S(=O)(=O)N2CCOCC2)cc1NC(=O)COc1ccc(C(C)=O)cc1OC	-4.3	-14	-37	-5	6	-4	-1	-1	-7	0.2
C=CCn1c(=O)c2ccc(C(=O)NCc3ccccc3)cc2n(Cc2ccc(Cl)cc2)c1=O	0.6	3	5	-4	-1	-1	9	-2	-6	-0.6

Three compounds out of the list above, arranged by their value in Keap1-Nrf2 PPI, descending:
canonical_smiles	CAL PDZ FP-1	PKA-R2B act	SR-BI DiI-HDL act	CAL PDZ FP-2	Rtt109 Vps75	Keap1-Nrf2 PPI	DAGLB inh	LANA DNA inh
COCCCNC(=O)CSc1nc2ccccc2c(=O)n1Cc1ccc2c(c1)OCO2	1.7	6	18	-8	6	2	0	0.6
C1CCC(Nc2nnnn2C2CCCCC2)CC1	-0.2	6	-13	-3	-1	1	-6	-0.3
CCOP(=O)(OCC)/C(C#N)=C/c1cc(OC)ccc1OC	0.0	-13	-25	0	1	-5	-2	0.3

Individual results from above:
For CAL PDZ FP-1, CC(=O)c1sc(NC(=O)C(C)Oc2ccc3c(C)cc(=O)oc3c2)nc1C (centres undefined) has the entry -1.5
For CAL PDZ FP-2, COc1cccc(N=Nc2c(=O)[nH]n3c(=O)cc(C)[nH]c23)c1 has the entry 1
